Compound activity from PubChem.
Arrestin-AP2 inh: inhibitors of human beta-arrestin and AP2 interaction | FITC-arrestin peptide / GST-AP2 beads, flow cytometry; AP2 beta2 appendage carries R879A mutation | inhibition, % at 10 µM | actives 0.31% (n = 340,000);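 active means inhibition above a set limit, near 3 SD of compounds lacking own fluorescence, cut at about 54% in these data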;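 further: plate controls were DMSO wells for no effect and 5 µM unlabelled arrestin peptide for full effect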
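System: GST-AP2 R879A bound to glutathione beads, E. coli-expressed. Also added: 50 nM FITC-arrestin peptide. Schedule: compound with beads 12 min RT, then probe 1 h RT. Signal: bead flow cytometry, FITC channel. Read-out basis: percent response.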
Pemphigus Ab inh: blocks pemphigus antibody binding to human desmoglein-3 | P32926 | DSG3-coupled beads, scFv-anti-DSG3-GFP binding, flow cytometry; active compounds read low | binding (percent of control), % at 10 µM | actives 0.48% (n = 310,000);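 active means binding more than 3 SD below its plate's average and above zero; inconclusive means below that plate limit but binding exactly zero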;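 further: hits lower antibody fragment binding to DSG3; some compounds called inactive have numbers as strong as hits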
Target sequence (P32926 whole entry, looked up, the tested form may be a part): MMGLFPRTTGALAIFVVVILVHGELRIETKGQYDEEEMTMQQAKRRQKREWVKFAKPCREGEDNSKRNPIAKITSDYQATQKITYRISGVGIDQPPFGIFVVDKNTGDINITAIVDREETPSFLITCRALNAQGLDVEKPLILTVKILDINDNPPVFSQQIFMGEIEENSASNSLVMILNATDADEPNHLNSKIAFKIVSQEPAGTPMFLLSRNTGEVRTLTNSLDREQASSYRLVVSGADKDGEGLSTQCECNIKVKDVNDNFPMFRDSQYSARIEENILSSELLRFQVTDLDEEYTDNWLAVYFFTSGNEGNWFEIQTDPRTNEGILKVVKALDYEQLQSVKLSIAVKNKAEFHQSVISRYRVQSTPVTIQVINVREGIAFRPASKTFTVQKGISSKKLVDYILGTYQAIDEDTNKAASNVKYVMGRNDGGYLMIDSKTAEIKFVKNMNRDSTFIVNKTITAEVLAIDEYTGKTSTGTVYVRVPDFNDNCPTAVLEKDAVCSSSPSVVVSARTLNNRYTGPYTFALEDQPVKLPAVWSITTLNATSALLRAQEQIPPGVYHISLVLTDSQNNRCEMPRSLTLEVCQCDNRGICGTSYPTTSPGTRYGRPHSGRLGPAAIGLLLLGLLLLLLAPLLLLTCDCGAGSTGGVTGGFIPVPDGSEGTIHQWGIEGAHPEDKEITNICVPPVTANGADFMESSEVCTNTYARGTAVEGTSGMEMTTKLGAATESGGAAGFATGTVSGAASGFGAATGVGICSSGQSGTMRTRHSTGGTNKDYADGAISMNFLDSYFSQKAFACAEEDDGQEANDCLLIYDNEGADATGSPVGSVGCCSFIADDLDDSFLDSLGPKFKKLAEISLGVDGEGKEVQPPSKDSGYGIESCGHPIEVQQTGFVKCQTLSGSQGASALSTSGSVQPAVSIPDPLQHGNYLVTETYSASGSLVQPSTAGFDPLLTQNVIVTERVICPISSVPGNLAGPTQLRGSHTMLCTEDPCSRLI
C-LANA FP: blocks KSHV LANA C-terminal domain binding to DNA | actives 0.078% (n = 340,000) | inhibition, % at 9 µM | MBP-C-LANA/FAM-LBS DNA binding, fluorescence polarization;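 active means highest replicate inhibition at or above 60% at 9 µM, even if other replicates fall short; inactive means all replicates below 60% inhibition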;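 further: 0% = neutral control wells and 100% = 4 µM acridine orange control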
OPRM1-OPRD1 ag: agonists of human mu-delta opioid receptor heterodimerization; cells, OPRM1-OPRD1 heterodimerization, luminescence; activation, % at 9.3 µM; actives 0.3% (n = 340,000); in the data active means activation above about 18%;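 further: 0% = vehicle-treated cells and 100% = reference agonist; values of inactives mirror those of a sister screen read the other way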
RTF Ca sens inh: cardiac RTF calcium desensitization; P19429+P45379; IANBD-labeled cardiac RTF, Ca2+ fluorescence; inhibition, % at 7.15 µM; actives 0.12% (n = 340,000);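 active means inhibition above the mean inhibition of all tested compounds plus 3 SD, cut at about 17% in these data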;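 further: assay run at fixed EC70 calcium of 1.6 mM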
V-ATPase pHluor: regulators of yeast V-ATPase proton transport; S. cerevisiae, pHLuorin cytosolic pH fluorescence; response, % at 10 µM; actives 0.37% (n = 350,000); in the data active means response mostly above about 7.3%, no sharp cut-off; inactive means mostly below about 5.4%; further: actives read high; inactives centre near 0; some compounds called inactive have numbers as strong as hits; reference of the scale not given here
Wnt bcat act: activates Wnt/beta-catenin signaling in a reporter cell assay | activator, plate reader | activation, % at 9.35 µM | actives 1.2% (n = 300,000) | AID 743398; in the data active means activation above about 30%, passing the limit was not always enough; inconclusive means no clear call, values can overlap the other calls;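 further: 0% = neutral control wells and 100% = positive control wells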
Keap1 Nrf2 FP: inhibitors of human Keap1-Nrf2 protein-protein interaction | AID 504523 | Keap1 Kelch-Nrf2 peptide fluorescence polarization, 1536-well | actives 0.15% (n = 340,000) | inhibition, % at 9.4 µM; in the data active means inhibition above about 12%; inconclusive means no clear call, values can overlap the other calls; inactive means below about 7.3%;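 further: human Keap1 Kelch domain with fluorescein labeled Nrf2 9mer peptide probe; 0% = neutral control wells and 100% = peptide positive control; higher means more block of Keap1 binding to Nrf2 peptide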
OPRM1-OPRD1 inv: mu-delta opioid heterodimer inverse agonism; actives 0.21% (n = 340,000); AID 504357; inhibition, % at 9.3 µM; cell-based MOR-DOR heterodimer luminescence; in the data active means inhibition above about 22%, passing the limit was not always enough;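 further: 0% = cells with DMSO and 100% = wells without cells with DMSO; values of inactives mirror those of a sister screen read the other way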
RTF Ca sens act: cardiac RTF calcium sensitization; P19429+P45379; IANBD-labeled TnC RTF fluorescence at EC20 calcium; 0% EC20 calcium, 100% full calcium; activation, % at 7.2 µM; actives 0.24% (n = 340,000); AID 493008;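 active means activation above the mean over all tested compounds plus 3 SD, cut at about 30% in these data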;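 further: rise in fluorescence read as greater calcium sensitivity of cardiac thin filaments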
Numbers without * were called inactive; ? = inconclusive; nt = no result given. This is a random part of the collection. Share with any hit: about 3.1%.

SMILES	Arrestin-AP2 inh	Pemphigus Ab inh	C-LANA FP	OPRM1-OPRD1 ag	RTF Ca sens inh	V-ATPase pHluor	Wnt bcat act	Keap1 Nrf2 FP	OPRM1-OPRD1 inv	RTF Ca sens act
CC1(C)Cc2c(sc3nc(SCC(=O)O)[nH]c(=O)c23)CO1	1.5	94.8	1.1	-2.9	-0.6	6.3	nt	-1.8	15.8	0.2
O=C(CCCC(=O)OCC(Cl)=C(Cl)Cl)Nc1cccc2ccccc12	8.3	nt	-1.0	3.7	-16.1	3.6	-2.9	-6.0	-20.2	2.0
Cc1ccsc1C(=O)N/N=C/c1ccc([N+](=O)[O-])cc1	-20.2	133.7	-1.6	6.3	5.4	-3.3	nt	3.5	-34.3	1.1
COc1ccc(NC(=O)Cc2cccs2)c(OC)c1	-0.5	100.5	0.5	-1.8	8.8	-1.3	-5.0	-0.5	9.8	-3.9
CC12CCC(C(=O)Nc3ccccc3)(C/C1=N\O)C2(C)C (centres undefined)	5.8	99.1	1.9	-2.8	-3.1	10.2	nt	8.7	13.6	-1.1
COc1ccc(S(=O)(=O)Nc2ccc3c(c2)C(=O)N([C@H](C)CO)C[C@H](C)[C@@H](CN(C)C(=O)Nc2ccccc2)O3)cc1	-13.7	105.1	-0.6	-2.6	0.1	5.2	1.3	0.2	14.5	-0.8
CCN(Cc1ccncc1)C(=O)CSc1ccc2ccccc2c1	21.3	96.7	1.1	-1.2	-20.8	1.6	0.1	4.8	5.5	3.6
COc1ccc(CNC(=O)[C@@H](NC(=O)C2CCN(S(=O)(=O)c3ccccc3)CC2)C(C)C)cc1	-12.0	82.3	-0.1	-2.5	-9.0	-0.4	0.9	-2.3	12.6	0.3
CC1CC(C)CN(C(=O)COC(=O)c2ccc3c(c2)OCO3)C1 (centres undefined)	12.4	94.7	0.4	0.8	-4.3	-0.7	18.3	-0.4	-3.3	6.8
O=C(CCCNC(=O)c1ccc(Cl)cc1)NCc1ccccc1Cl	29.6	91.6	-0.3	-0.8	2.3	-5.1	-2.5	0.2	3.9	2.4
O=C(NCCCn1ccnc1)c1cccc(Br)c1	-23.3	105.0	-0.2	-2.0	-5.2	1.5	-0.8	2.5	9.4	-3.6
O=C(NCCCN1CCOCC1)c1ccc2c(=O)n(Cc3ccc(Cl)cc3)c(=S)[nH]c2c1	1.0	108.8	-0.6	-0.4	-11.1	2.3	22.7	-5.7	2.1	1.5
CN1C(=O)Cc2cc(S(=O)(=O)NCc3c(F)cccc3Cl)ccc21	16.4	110.0	0.3	-1.0	-6.8	-1.6	-1.7	4.4	5.5	-2.3
c1cncc(CSc2ccc(-c3ccc4c(c3)OCO4)nn2)c1	-41.0	106.5	1.3	0.0	-4.8	-1.3	31.7*	-5.2	0.1	4.8
CC(C)Nc1c([N+](=O)[O-])c(=O)oc2ccccc12	-3.8	105.5	-2.3	0.2	-19.9	-3.0	0.1	-7.6	-0.9	9.1

Shown with two lines to a compound: part of the list above
The line under a structure holds: Arrestin-AP2 inh	Pemphigus Ab inh	C-LANA FP	OPRM1-OPRD1 ag	RTF Ca sens inh	V-ATPase pHluor	Wnt bcat act	Keap1 Nrf2 FP	OPRM1-OPRD1 inv	RTF Ca sens act
CCN(Cc1ccncc1)C(=O)CSc1ccc2ccccc2c1
  21.3	96.7	1.1	-1.2	-20.8	1.6	0.1	4.8	5.5	3.6
COc1ccc(CNC(=O)[C@@H](NC(=O)C2CCN(S(=O)(=O)c3ccccc3)CC2)C(C)C)cc1
  -12.0	82.3	-0.1	-2.5	-9.0	-0.4	0.9	-2.3	12.6	0.3
CC1CC(C)CN(C(=O)COC(=O)c2ccc3c(c2)OCO3)C1 (centres undefined)
  12.4	94.7	0.4	0.8	-4.3	-0.7	18.3	-0.4	-3.3	6.8
O=C(CCCNC(=O)c1ccc(Cl)cc1)NCc1ccccc1Cl
  29.6	91.6	-0.3	-0.8	2.3	-5.1	-2.5	0.2	3.9	2.4

(listing goes on)
SMILES	Arrestin-AP2 inh	Pemphigus Ab inh	C-LANA FP	OPRM1-OPRD1 ag	RTF Ca sens inh	V-ATPase pHluor	Wnt bcat act	Keap1 Nrf2 FP	OPRM1-OPRD1 inv	RTF Ca sens act
COc1ccc(C(=O)c2ccc(N3CCOCC3)cc2)c(OC)c1	6.7	96.2	-1.4	-1.7	0.7	6.7	nt	-0.4	9.6	-8.3
O=c1cc(CO)occ1OCc1cccc(C(F)(F)F)c1	-4.6	nt	0.0	-2.1	-5.8	-2.6	5.4	-4.9	10.7	2.3
CCc1c(C)n2nc(C)cc2[nH]c1=O	5.1	98.5	0.1	-1.5	-3.0	-0.6	-1.1	-2.5	6.7	2.1
O=C(c1cc2ccccc2cc1O)N1CCCC1	-3.8	90.6	-1.2	-2.7	-5.8	-2.4	1.1	-1.2	12.1	2.7
CCCCn1nnnc1NCc1ccc(C)s1	-0.4	112.0	2.0	-2.1	-2.5	-2.0	-3.9	1.1	10.8	0.8
O=C(NCc1ccccn1)c1ccc(Cl)c(S(=O)(=O)NCc2ccccc2)c1	-1.7	nt	-2.3	-3.6	-1.3	-4.8	-0.2	-8.1	14.0	-1.8
CC(C)c1ccc(S(=O)(=O)N2CCN(C(=O)C3CCCCC3)CC2)cc1	5.0	102.4	-1.3	-0.8	-0.5	1.2	-1.3	-0.1	4.2	10.4
CC(C)CCN1CCC(CN2C(=S)NC[C@@H]2Cc2ccccc2)CC1	34.1	103.8	0.9	0.9	-10.8	-2.3	-1.5	1.0	-4.2	1.9
COC(=O)c1cc(C#N)c(Oc2ccc(OC)cc2)nc1C	10.2	106.5	-0.6	-3.3	-10.5	0.9	-0.6	-0.9	14.0	-3.0
CC(C)CN(C(=O)COC(=O)CCC(=O)c1ccc(Cl)cc1)c1c(N)n(Cc2ccccc2)c(=O)[nH]c1=O	14.8	93.8	-4.2	-1.5	-9.1	-8.7	-1.8	-3.5	8.3	-17.8
CCCCN(C(=O)Cc1cccs1)c1nnc(-c2cccnc2)s1	51.8	81.9	-1.0	0.6	-1.9	4.4	5.4	-1.5	-3.2	0.4
CCc1c(C)nc2ncnn2c1Nc1ccc(C(C)=O)cc1	9.4	104.8	0.1	0.7	-3.5	7.6	26.3	-2.0	-3.9	7.2
Cc1c(NC(=O)COC(=O)/C=C/c2ccc(Cl)cc2)c(=O)n(-c2ccccc2)n1C	0.1	97.8	-1.3	-0.4	-6.3	5.7	-1.2	-2.9	2.3	3.4
Cc1ccc(N(C(=O)Cc2cccs2)C2C=CS(=O)(=O)C2)cc1Cl (centres undefined)	7.3	87.8	-0.7	-1.6	-16.1	-1.6	?	3.2	10.4	-2.8
COCCN(C(=O)CSc1nnc(-c2cccc(F)c2)n1N)c1c(N)n(Cc2ccccc2)c(=O)[nH]c1=O	-1.1	123.4	1.0	-2.6	-2.7	3.7	-3.8	-1.9	14.1	2.8
CS(=O)(=O)C1=NSC2=NC(=O)/C(=C\c3cccn3-c3ccc(Cl)cc3)C(=N)N21	3.8	97.5	5.3	-0.5	-5.6	3.1	-4.4	-1.0	2.8	1.4
COC(=O)c1cn(NC(=O)C2CCC(C(C)(C)C)CC2)c(=O)c2ccccc12 (centres undefined)	-4.5	nt	-1.0	0.2	-8.8	-4.9	-6.7	-0.4	-1.3	-6.2
CCOC(=O)C1=C(N)c2ccccc2CC1C(C)C (centres undefined)	-3.4	104.4	-0.3	4.0	0.7	4.6	0.5	0.6	-20.3	-5.9
CSCCC(Nc1ccc(S(=O)(=O)N2CCOCC2)cc1[N+](=O)[O-])C(=O)OCC(=O)NCC(C)C (centres undefined)	-0.3	99.7	-0.8	2.9	0.0	-0.8	-1.0	-1.2	-17.5	0.1
COc1cc(/C=N/NC(=O)Cc2csc(C)n2)ccc1OCC(C)C	-11.0	101.7	0.1	-0.2	-0.1	0.8	1.9	-3.0	0.9	2.1
Cc1ccc(Cn2c(C)c3cnn(CC(=O)NCCN4CCOCC4)c(=O)c3c2C)cc1	1.3	100.8	-0.4	-0.5	-8.7	0.8	-3.7	-0.4	2.8	5.0
O=C(CCn1c(=S)oc2ccccc21)Nc1cccc(O)c1	14.0	125.0	0.3	0.0	-5.9	8.9	0.0	-4.2	-0.1	2.6
COc1ccccc1NS(=O)(=O)c1cccc(C(=O)NN=C2CCCC2)c1	37.3	107.7	-0.6	-0.9	8.6	3.0	-0.9	-2.3	4.3	-2.6
O=C(c1ccc(-c2cc3ccccc3oc2=O)cc1)N1CCN(c2ccc(Cl)cc2[N+](=O)[O-])CC1	3.0	97.0	0.9	0.4	-1.2	2.1	nt	-1.1	-2.3	0.0
O=C(Nc1ccc2c(c1)OCO2)C1CCCN1C(=O)NCc1ccccc1 (centres undefined)	-7.4	107.7	-0.5	-2.2	-3.3	-3.0	-4.3	-4.7	13.1	-0.3
COc1cccc(C(=O)NCCS(=O)(=O)NCCCc2ccccc2)c1	20.2	126.3	-0.4	0.8	-5.8	0.5	0.7	-5.7	-4.2	6.1
COCCn1c(SCc2cccc(F)c2)nc2cc(C(=O)OC)ccc2c1=O	-21.8	93.3	0.0	0.8	3.2	-1.2	-1.3	1.8	-4.8	-2.2
C/C(CC(=O)Nc1ccccn1)=N\NC(=O)c1ccc([N+](=O)[O-])cc1Cl	2.7	nt	1.4	4.3	3.6	4.2	-7.2	1.7	-27.7	-8.9
CC(Oc1ccc(Cl)cc1Cl)C(=O)NCCN1CCOCC1 (centres undefined)	1.8	96.9	7.5	1.8	4.3	-1.4	1.1	3.7	-10.8	1.7
CCCC1C(c2ccccc2)C(C#N)(C#N)C2(C#N)CC1(N)NC2=O (centres undefined)	1.3	106.7	-0.1	4.0	-7.0	0.9	nt	-8.6	-23.6	19.9
Nc1cccc2c1C(=O)N(C(=O)/C=C/c1cccc(Br)c1)C2=O	14.0	98.4	2.9	1.5	1.4	-7.5	0.6	-1.2	-7.9	4.9
COc1ccc(Br)cc1S(=O)(=O)Nc1ccc(Cl)cn1	35.8	105.6	0.5	-2.1	-1.0	-1.2	0.8	-0.2	9.9	-0.8
Cc1ccc(NC(=O)CSc2nnc(CSc3nc(C)cc(C)n3)n2Cc2ccco2)c(C)c1	-0.8	87.7	2.6	-1.5	-5.0	-1.0	-7.3	-8.5	8.2	-0.2
O=C(NC1CCCCC1)c1cc([N+](=O)[O-])[nH]n1	1.9	102.7	1.3	-3.5	2.0	2.0	-2.2	-3.6	18.4	5.7
N#Cc1ccccc1Cn1c(-c2cscn2)nc2ccccc21	6.4	105.1	0.8	-0.2	-5.1	-1.1	-6.1	-2.0	1.2	-0.9
CCOCCCNS(=O)(=O)c1ccc2c(c1)CCN2C(=O)CC	1.1	74.1	1.1	-2.8	-5.6	-1.5	-2.8	1.1	16.0	2.9
Fc1ccc(-c2noc(C3CCN(Cc4cccnc4)CC3)n2)cc1	5.3	96.1	1.7	-2.2	-8.0	2.0	-2.2	5.4	11.7	-1.0
O=C(CSc1c2c(nc3cc(Cl)ccc13)CCCC2)NCCCN1CCOCC1	8.6	93.3	-0.2	-1.7	1.6	0.4	-1.0	-168.1	8.2	1.4
CC(C(=O)NCCc1ccc(Cl)cc1)n1c(=O)c2cccn2c2cccnc21 (centres undefined)	-9.6	111.2	1.2	-1.4	-9.8	-3.4	-2.6	0.6	7.0	-10.2
